# Compound activity: PubChem BioAssay, National Center for Advancing Translational Sciences (NCATS)
# CHX counter = affects cycloheximide protein synthesis inhibition readout, counter-screen. cell reporter, cycloheximide protein synthesis inhibition counterscreen. max response, %. 300,000 tested, 12% active. AID 2314; in the data active means max response mostly above about 13%, no sharp cut-off; inactive means mostly below about 14%; further: read at 38.3 µM for the half of the compounds with a filed dose; 0% is about no effect
# HCV inhibitor = HCV inhibition; Huh7.5.1 HCVcc-Cre infection, luciferase reporter, 44 h; 340,000 tested, 3.4% active; AID 651820; Potency, µM (series often up to 41.8 µM), inactives show top-dose activity change, negative = inhibition, actives largely listed as inhibitors; further: potency means the concentration at half of the fitted maximal effect; on the % scale 0 is the no-effect control and ±100 the full control effect
#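 Compounds are dispensed onto cells plated 4 h earlier at 1,000 per well, with HCVcc-Cre virus (about 0.5 moi) added next. Following 44 h of culture, luminescent signal is measured for 15 sec after 15 min with substrate at room temperature.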
# Pf growth 96h = P. falciparum growth inhibition at 96 hours. 320,000 tested, 6.9% active. P. falciparum luciferase reporter growth, 96 h. AID 504834. Potency, µM (highest dose often 28.7 µM), for the others: top-dose activity change, negative = inhibition, hits mostly inhibitors; further: potency means the concentration at half of the fitted maximal effect; on the % scale 0 is the no-effect control and ±100 the full control effect
#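 Infected RBCs, 2% Hct / 0.05% parasitemia final; luciferase-reporter P. falciparum; cpd 96 h, 37 C, 5% CO2; luciferase detection reagent; luminescence.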
# Shiga inhibitor = inhibitors of Shiga toxin in Vero cells. 290,000 tested, 9.2% active. inhibition, % at 38.7 µM. Vero cells, Shiga toxin protein synthesis inhibition reporter. AID 2315; in the data active means inhibition mostly above about 28%, no sharp cut-off; inactive means mostly below about 43%; further: 0% is about no effect
# TbPYK inhibitor = blocks Trypanosoma brucei pyruvate kinase | 410,000 tested, 0.12% active | AID 624173 | Q57TT1 | Potency, µM (highest dose often 76.8 µM), for inactives: at the highest dose activity, negative = inhibition, usual class: inhibitors | TbPYK enzyme, Kinase-Glo Plus ATP luminescence, 45 min; further: potency means the concentration at half of the fitted maximal effect; on the % scale 0 is the no-effect control and ±100 the full control effect; nearly all actives have a fitted effect of over 50% in size
#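 Glycolytic pyruvate kinase of T. brucei was incubated with substrate, test compound and 130 uM ADP for 45 minutes at room temperature. Luminescent Kinase-Glo Plus signal was measured after 10 minutes.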
# Pf growth 48h = inhibits P. falciparum growth in the first generation, 48 h. 310,000 tested, 5.9% active. Potency, µM (highest dose often 28.7 µM), without a hit: at the top dose activity change, negative = inhibition, actives largely listed as inhibitors. P. falciparum luciferase growth in erythrocytes, 48 h; further: potency means the concentration at half of the fitted maximal effect; on the % scale 0 is the no-effect control and ±100 the full control effect
#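 In quantitative HTS format, infected erythrocytes bearing luciferase-reporter parasites were treated for a single generation at 37 C. Luminescence after adding detection reagent served as the growth measure.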
# LmPK inh = LmPK (Leishmania mexicana) enzyme inhibition. purified LmPK, Kinase-Glo ATP luminescence, 1 h. Potency, µM (series often up to 57.5 µM), for inactives: at the highest dose activity change, negative = inhibition, most hits filed as inhibitors. 290,000 tested, 0.37% active; further: potency means the concentration at half of the fitted maximal effect; on the % scale 0 is the no-effect control and ±100 the full control effect
# Target sequence (Q27686 whole entry, looked up): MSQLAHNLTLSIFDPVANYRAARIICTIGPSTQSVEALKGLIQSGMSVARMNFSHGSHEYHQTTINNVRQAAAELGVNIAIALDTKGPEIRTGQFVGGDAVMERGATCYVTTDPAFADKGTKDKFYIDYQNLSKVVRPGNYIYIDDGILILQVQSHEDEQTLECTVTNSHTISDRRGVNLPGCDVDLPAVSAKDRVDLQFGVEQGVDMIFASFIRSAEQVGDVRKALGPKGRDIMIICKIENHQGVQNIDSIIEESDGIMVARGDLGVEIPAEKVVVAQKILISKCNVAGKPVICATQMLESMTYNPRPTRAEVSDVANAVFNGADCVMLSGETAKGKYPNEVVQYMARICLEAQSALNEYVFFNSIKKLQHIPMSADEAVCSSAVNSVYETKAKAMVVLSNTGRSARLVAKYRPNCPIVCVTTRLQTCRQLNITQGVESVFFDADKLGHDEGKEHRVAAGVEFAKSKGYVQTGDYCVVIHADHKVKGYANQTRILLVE
#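 0.1 nM LmPK, 0.5 mM PEP, 0.1 mM ADP; 50 mM imidazole pH 7.2, 7 mM MgCl2, 50 mM KCl; 1 h RT. Kinase-Glo luminescence readout, normalized to no-enzyme (full inhibition) and uninhibited wells.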
# The depositor's hits bear a star; ? = inconclusive; . = no result given; & = joins results of further samples; [ ] = another dose, or the depositor's remark. Unless noted, the call rests on the fitted dose curve; in most records, active means well fitted curve in the direction sought with a large enough effect; inconclusive means small, poorly fitted or top-dose-only effect, or another doubt; inactive means no such curve, though single readings can be large; an effect the other way counts as inactive or inconclusive.
# Results follow in this order: CHX counter	HCV inhibitor	Pf growth 96h	Shiga inhibitor	TbPYK inhibitor	Pf growth 48h	LmPK inh
> CCOC(=O)C1CCN(C(=O)c2cc3ccccc3oc2=O)CC1
 : 4	20%	1%	19	2%	36%[activator]	2%
> Cc1ccc(CN2C(=O)c3ccccc3NC2c2cc(Br)ccc2O)cc1 (stereo unspecified)
 : 2	-16%	?	-8	-4%	?	0%
> CCOC(=O)c1ccc(NC(=O)NC2CC3CCC(C2)N3Cc2nnnn2Cc2ccco2)cc1 (stereo unspecified)
 : 2	?	89%[activator]	19	-6%	?	1%
> Clc1ccc2c(c1)C1=C(C(c3ccncc3)O2)C(c2ccc(Br)cc2)n2ncnc2N1 (stereo unspecified)
 : 2	13µM*	3.3µM*	-5	0%	13µM*	3%
> COc1ccc(OC)c2[nH]c(=O)c(CCNS(=O)(=O)c3ccc(Cl)cc3)cc12
 : 4	-29%	85%[activator]	16	-1%	26%	9%
> CCC(C)(C)NC(=O)Cc1ccccc1OC
 : -5	10%	0%	-6	0%	.	5%
> CC(c1ccccc1)N1C(=O)c2ccc(C(=O)NCc3cccnc3)cc2C1=O (stereo unspecified)
 : 12	1%	4%	-2	-7%	-7%	-8%
> CCN(CC)S(=O)(=O)c1ccc(/C=C/C(=O)Nc2cccc(F)c2)cc1
 : 33*	13µM*	2.9µM*	28	-7%	?	1%
> COc1cc(OC)cc(C(=O)NC(C(=O)Nc2ccc(N3CCOCC3)cc2)C(C)C)c1 (stereo unspecified)
 : .	?	-15%	.	-1%	?	.
> Cc1c(O)nc(SCC(=O)Nc2ccc3c4c(cccc24)CC3)n(-c2ccccc2)c1=O
 : -3	4%	?	-5	-1%	0%	0%
> Cc1cc(F)ccc1N1CCC(N2CCN(CCC(C)C)C(CCO)C2)CC1 (stereo unspecified)
 : 1	10µM*	1%	-20	-1%	?	0%
> CCN(Cc1ccccc1)S(=O)(=O)c1cc(C(=O)NC(C)C2CC3CCC2C3)ccc1OC (stereo unspecified)
 : 8	11µM*	?	-3	1%	?	-1%
> Cc1ccc(OCC(=O)NC(=S)Nc2ccc(Br)cn2)cc1C
 : -3	12%	-9%	-16	0%	11%	-4%
> COc1ccc(CNc2nc3ccccc3n2C)c(O)c1
 : 39*	-2%	-7%	69*	-12%	0%	-13%
> O=C(CSc1nnc(Cc2ccccc2)o1)NC1CCCCC1
 : -1	10%	.	14	0%	-3%	-4%
> COC(=O)c1cnn2c3c(c(C)nc12)CCCC3
 : 59*	0%	0.93µM*	73*	-9%	37%[activator]	-1%
> CCOCN(C(=O)Cn1cnc2ccccc21)c1c(C)cccc1CC
 : -1	7%	0%	-16	0%	?	6%
> FC(F)(F)c1cnc2c(-c3ccccc3)n[nH]c2c1
 : 29*	-28%	78%[activator]	83*	-16%	80%[activator]	8%
> COc1cccc(OCC(Cn2c(C)nc3ccccc32)OC(C)=O)c1 (stereo unspecified)
 : -4	?	-22%	16	-6%	-8%	2%
> Cc1ccc(N2C(=O)Nc3ccccc3S2(=O)=O)cc1Cl
 : 14	4%	?	-9	-2%	12%	1%
> CCN(c1ccccc1)S(=O)(=O)c1ccc(Cl)c(C(=O)NCC2CCCO2)c1 (stereo unspecified)
 : -1	-3%	7%	-6	4%	-2%	10%
> O=C1c2cccc(O)c2C(=O)c2c(O)cccc21
 : 0	-18%[8.37 µM]	38%&-23%[activator]	-6	-3%	43%&5%[activator]	3%
> COc1ccc(-c2nn(CCC#N)cc2C(=O)NCc2ccccc2)cc1[N+](=O)[O-]
 : -3	4%	3%	-1	3%	13%	3%
> O=C(CCc1nnc2n(Cc3ccc(F)cc3)c(=O)c3ccccc3n12)NCCCN1CCOCC1
 : -10	-10%	?	12	-6%	0%	-1%
> CCCNC(=O)c1c(N)n(-c2cc(OC)cc(OC)c2)c2nc3ccccc3nc12
 : -2	?	10µM*	0	3%	?	6%
> OC1CCN(c2cc(-c3ccccc3)nc3cc(-c4ccc(F)cc4)nn23)CC1
 : -3	-30%	20%	-14	10%	?	-1%
> Cc1ccc(C)c(NCCC#N)c1
 : 2	5%	31%[activator]	6	-10%	10%	2%
> CNc1nnc(-c2ccncc2)s1
 : -5	-4%	-33%	-4	-9%	14%	4%
> COc1ccc(NC2CCCN(C(=O)CCCn3cncn3)C2)cc1 (stereo unspecified)
 : 8	.	?	-31	.	21%	-10%
> CCCc1cc(=O)[nH]c(SCC(=O)N(C)C2CCS(=O)(=O)C2)n1 (stereo unspecified)
 : -3	19%	-19%	-22	-3%	.	8%

# Reformatted: results already given
> COc1ccc(CNc2nc3ccccc3n2C)c(O)c1
  CHX counter = 39*	HCV inhibitor = -2%	Pf growth 96h = -7%	Shiga inhibitor = 69*	TbPYK inhibitor = -12%	Pf growth 48h = 0%	LmPK inh = -13%
> Cc1ccc(C)c(NCCC#N)c1
  CHX counter = 2	HCV inhibitor = 5%	Pf growth 96h = 31%[activator]	Shiga inhibitor = 6	TbPYK inhibitor = -10%	Pf growth 48h = 10%	LmPK inh = 2%
> CC(c1ccccc1)N1C(=O)c2ccc(C(=O)NCc3cccnc3)cc2C1=O (stereo unspecified)
  CHX counter = 12	HCV inhibitor = 1%	Pf growth 96h = 4%	Shiga inhibitor = -2	TbPYK inhibitor = -7%	Pf growth 48h = -7%	LmPK inh = -8%
> COc1ccc(-c2nn(CCC#N)cc2C(=O)NCc2ccccc2)cc1[N+](=O)[O-]
  CHX counter = -3	HCV inhibitor = 4%	Pf growth 96h = 3%	Shiga inhibitor = -1	TbPYK inhibitor = 3%	Pf growth 48h = 13%	LmPK inh = 3%

# Carrying on.
# Results follow in this order: CHX counter	HCV inhibitor	Pf growth 96h	Shiga inhibitor	TbPYK inhibitor	Pf growth 48h	LmPK inh
> COc1cc2c(cc1NC(=S)NC(=O)/C=C/c1ccc(OC)c(OC)c1)oc1ccccc12
 : 2	-18%	36%[activator]	-1	4%	1%	1%
> COCC(=O)N(Cc1cc2ccc(C)cc2[nH]c1=O)c1ccc(OC)cc1
 : -5	-16%	2%	-7	-5%	-3%	12%
> O=C(CSc1ccc([N+](=O)[O-])cn1)Nc1ccc2c(c1)OCO2
 : 2	-23%	9%	49	1%	22%	9%
> CC(NC(=O)c1cccc(F)c1)C(c1cccs1)N1CCN(C)CC1 (stereo unspecified)
 : -1	?	?	-1	7%	-4%	0%
> O=S(=O)(c1ccc(Cl)c(Cl)c1)c1snnc1-c1ccccc1
 : 13	?	.	-25	-8%	?	2%
> CC(C)N(C(=O)COC(=O)c1ccc(Cl)c(S(N)(=O)=O)c1)C(C)C
 : 0	6%	38%[activator]	19	-1%	-6%	0%
> COc1ccc(C(C(=O)NCc2ccccc2)N(Cc2ccco2)C(=O)c2snc(C(N)=O)c2N)cc1 (stereo unspecified)
 : -2	?	1%	7	3%	?	-6%
> O=C(CCN1C(=O)/C(=C/c2ccc(F)cc2)SC1=S)NCCc1ccc(O)cc1
 : -2	14%	84%[activator]	-14	-6%	-24%	2%
> COc1ccc(C(=O)Nc2ccc(N3CCN(C)CC3)cc2)cc1
 : 48*	18%	0.093µM*	.	2%	107%[activator]	3%
> CCCCN(CCCC)CCNC(=O)CSCc1ccc(C)cc1
 : -1	-9%	0%	17	8%	?	-4%
> Cc1ccc2nc(-c3ccc(NC(=O)COC(=O)c4ccc([N+](=O)[O-])o4)cc3)sc2c1
 : 53*	13%	223%[activator]	91*	-2%	225%[activator]	-1%
> O=C(N/N=C1\CCCc2c1[nH]c1ccc([N+](=O)[O-])cc21)c1ccncc1
 : 4	?	8%	25	.	50%[activator]	7%
> CNC(=O)C(NC(=O)CNC(=O)c1ccc(Cl)cc1)C(C)(C)C (stereo unspecified)
 : -6	15%	30%	-5	11%	11%	6%
> COC(=O)Cc1c(C)nc2nc(NCc3cccc([N+](=O)[O-])c3)[nH]n2c1=O
 : 5	8%	14%	10	1%	.	-3%
> CC1=CC(C)C(C[N+]2(C)CCCCC2)C(C)C1 (stereo unspecified)
 : -2	4%	19%	-14	-4%	?	9%
> CC(=O)N1CCCc2cc(S(=O)(=O)N3CCCC(C(=O)Nc4cc(C)ccc4C)C3)ccc21 (stereo unspecified)
 : 6	-9%	-11%	7	4%	?	0%
> Cc1ccc(Nc2nc(N)c([N+](=O)[O-])c(N3CCC(C)CC3)n2)cc1C
 : -4	?	?	1	-3%	?	-1%
> Cc1cc2ncn(/N=C/c3ccc([N+](=O)[O-])s3)c2cc1C
 : 4	11µM*	3.7µM*	-10	-2%	2.6µM*	2%
> COC(=O)N/N=C(\C)c1ccccc1OC(F)F
 : -5	37%[activator]	31%[activator]	-20	-1%	11%	2%
> CCCN(CCC)CCNC(=O)c1cn(C)c(=O)c2c1c1ccccc1n2C
 : -2	7%	-8%	-7	0%	22%	0%
> OCCSc1nc(-c2ccccc2)nc2c1CCC2
 : -3	?	9%	-4	2%	-3%	4%
> CCN1CCN(C(=O)NS(=O)(=O)c2ccc(C)cc2)CC1
 : -2	1%	2%	-3	-10%	-1%	2%
> COc1cc(C(=O)NCC(c2ccccc2)N(C)C)ccc1OCC(=O)N1CCOCC1 (stereo unspecified)
 : 0	21%	2%	2	-4%	-3%	6%
> O=C(NC1CC1)C1CCN(S(=O)(=O)c2cc(Cl)ccc2Cl)CC1
 : 1	0%	0.083µM*	-20	-8%	-4%	-1%
> CCN(CC)S(=O)(=O)c1cccc(-c2nnc(SCC(=O)NC)n2CCc2ccccc2)c1
 : -2	0%	6%	2	-29%	?	0%
> O=C(c1cc(C2CC2)nn1-c1ccccc1)N1CCN(c2ccc(O)cc2)CC1
 : .	?	?	.	-29%	10µM*	.
> Cn1c(C(=O)NCCCN2CCN(c3ccccc3F)CC2)cc2c(=O)[nH]c3ccccc3c21
 : -4	-7%	39%[activator]	12	-13%	?	10%
> CCOC(=O)c1[nH]c2cc3c(cc2c1NC(=O)CN1CCC2(CC1)OCCO2)OCO3
 : -5	0%	?	-12	1%	0%	5%
> Cc1ccc(S(=O)(=O)N2CCCCC2)cc1NC(=O)COC(=O)c1ccc(O)cc1
 : -1	?	0.23µM*	-10	3%	?	0%
> O=C(NCCN1CCN(C(=O)c2ccc([N+](=O)[O-])cc2)CC1)C(=O)NCc1ccccc1
 : -1	6%	26%	-8	4%	-13%	4%
> O=C(O)CNc1ccc(S(=O)(=O)C(F)(F)F)cc1[N+](=O)[O-]
 : -1	21%	-10%	23	-7%	21%	8%
> O=C(CN1CCC(n2nnc3cc(C(F)(F)F)ccc32)CC1)Nc1ccc2c(c1)CCC2
 : -6	-13%	?	-6	2%	.	4%
> COCCCN1C(=O)c2ccc(C(=O)Nc3cccc(OC)c3)cc2C1=O
 : 37*	-7%	-12%	53*	-8%	55%[activator]	-27%
> Cc1ccccc1NCC(=O)Nc1cc(S(=O)(=O)N2CCCCC2)ccc1C
 : .	-30%	?	.	0%	?	.
> CCOC(=O)c1ccc(S(=O)(=O)N2CCN(C3CCCC3)CC2)cc1
 : -2	?	6%	-10	-16%	12%	-4%
> COc1ccccc1C(=O)N/N=C(\C)c1ccc(NC(=O)C2CC2)cc1
 : -3	1%	?	14	3%	13%	-1%
> O=C(NC1CC1)C1=C[C@@H](c2ccccc2)C[C@@H](OCCCCO)O1
 : 1	?	7%	-2	0%	8%	4%
> COc1cc(OC)cc(C(=O)Nc2ccc(-n3cnnn3)c(C)c2)c1
 : 22*	7.1µM*	-11%[5.75 µM]	30*	-17%	106%[activator]	14µM*
